Bioassay records deposited in PubChem by several laboratories.
S1P4 antag: S1P4 receptor antagonists, primary screen, cell-based; Sphingosine 1-phosphate receptor 4 (Homo sapiens), O95977; S1P4-expressing cells, antagonist mode, reporter read-out; inhibition, % at 4.98 µM; hit rate 0.26% among 220,000; in the data active = inhibition above about 29%;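 also: 0% = wells stimulated with agonist and 100% = vehicle wells without agonist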
EP2 modulator: EP2 receptor modulators, cAMP readout, primary screen, cell-based, HTRF cAMP, PGE2 stimulation; Prostaglandin E2 receptor EP2 subtype (Homo sapiens), P43116; EP2-expressing cells, cAMP HTRF FRET, PGE2 co-stimulation; induction, % at 25 µM; hit rate 0.83% among 260,000; AID 940, 2007;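 active = compounds whose cAMP rise, as percent of the full-agonist control response, exceeds 60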;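 also: rat C6 glioma line stably carrying human EP2 under a CMV promoter; the protocol text gives 20 µM as final concentration; 100% = response of wells given 1 µM PGE2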
CHOP inhibitor: inhibitors of CHOP promoter induction, primary screen, cell-based, unfolded protein response, luciferase reporter. AID 2732, 2010. inhibition, % at 10 µM. CHO-K1 CHOP-promoter luciferase, tunicamycin-induced, 15-18 h. hit rate 3.8% among 220,000;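 active = compounds that reduced the stress-induced luciferase reporter signal by more than about 70% of percent inhibition, limit read from the data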;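 also: 0% = tunicamycin plus vehicle and 100% = wells without tunicamycin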
NPY-Y2 PAM-ag: NPY-Y2 potentiators or agonists, primary screen, cell-based | Neuropeptide Y receptor type 2 (Homo sapiens), P49146 | cells expressing NPY-Y2, potentiator/agonist read-out | activation, % at 3.6 µM | hit rate 0.45% among 220,000; in the data active = activation above about 27%;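 also: cells stimulated with NPY near EC25 plus isoproterenol at EC100; 0% = vehicle plus submaximal agonist and 100% = vehicle plus saturating agonist; some results beyond the cut were filed as inactive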
Target sequence (P49146 whole entry, looked up): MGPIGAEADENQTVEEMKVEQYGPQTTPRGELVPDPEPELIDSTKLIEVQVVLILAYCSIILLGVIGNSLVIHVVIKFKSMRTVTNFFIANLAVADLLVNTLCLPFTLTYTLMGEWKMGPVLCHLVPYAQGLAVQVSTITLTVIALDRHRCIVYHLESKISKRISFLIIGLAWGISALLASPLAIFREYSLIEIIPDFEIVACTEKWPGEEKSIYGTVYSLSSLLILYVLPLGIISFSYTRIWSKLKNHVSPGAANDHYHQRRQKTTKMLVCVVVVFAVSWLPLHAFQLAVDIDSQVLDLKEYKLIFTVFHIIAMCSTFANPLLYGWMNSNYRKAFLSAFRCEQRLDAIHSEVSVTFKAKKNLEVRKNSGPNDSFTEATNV
S1P4 agonist: S1P4 receptor agonists, primary screen, cell-based. Sphingosine 1-phosphate receptor 4 (Homo sapiens), O95977. S1P4-expressing cell line, agonist reporter assay. activation, % at 4.98 µM. hit rate 0.35% among 220,000. AID 1509, 2009; in the data active = activation above about 11%;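 also: 0% = DMSO vehicle and 100% = reference agonist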
NPY-Y1 antag: NPY-Y1 receptor antagonists, primary screen, cell-based; HEK293-CNG Y1 cells, membrane potential fluorescence; NPY at EC95, then isoproterenol; inhibition, % at 3.6 µM; hit rate 1% among 200,000;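 active = inhibition above the campaign mean inhibition of all tested compounds plus 3 SD, cut at about 20% in these data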;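 also: 0% = DMSO wells given NPY plus isoproterenol and 100% = isoproterenol alone without NPY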
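material = HEK293 cells with Y1 receptor plus CNG channel | also added = NPY 25 nM then isoproterenol 1 µM plus Ro 20-1724 25 µM | schedule = dye 3 h, compound 60 min room temperature, stimulation 45 min | measured by = membrane potential fluorescence | benchmarks = high control isoproterenol alone, low control NPY with isoproterenol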
zfTRPN1 agonist: zebrafish TRPN1 channel agonists, primary screen, cell-based, HEK293, calcium fluorescence; transient receptor potential cation channel N1 (TRPN1/NompC), Danio rerio; HEK293 zebrafish TRPN1-YFP, Fluo-8 calcium fluorescence; 100% = response to 87 µM carbachol; activation, % at 3 µM; hit rate 0.18% among 220,000;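 active = activation above its plate's cutoff, the mean activation of test wells on that plate plus 3 SD, cut at about 19% in these data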;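 also: 0% = DMSO alone and 100% = 87 µM carbachol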
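System: zebrafish TRPN1-YFP in HEK293 cells / Dosing: 3 µM single point / Timing: dye loading 1 h at 37 °C, then 30 min room temperature / Signal: Fluo-8 calcium fluorescence, excitation 470-495 nm, emission 515-575 nm / Read-out basis: percent activation from peak over basal fluorescence ratio, control-normalized / Control set: high carbachol 87 µM, low DMSO alone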
NPY1 pot ag: NPY-Y1 receptor potentiators or agonists, primary screen, cell-based. Neuropeptide Y receptor type 1 (Homo sapiens), P25929. NPY-Y1 expressing cells, potentiator/agonist activation. activation, % at 3.6 µM. hit rate 0.37% among 220,000. AID 1304, 2008; in the data active = activation above about 33%, passing the limit was not always enough;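 also: cells stimulated with NPY at EC10 then isoproterenol at EC100; 0% = low agonist plus stimulus and 100% = saturating agonist plus stimulus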
TRPML3 agonist: human TRPML3 channel agonists, primary screen, cell-based, HEK293 TRPML3-YFP, Fluo-8 calcium fluorescence, 3 µM; Mucolipin-3 (Homo sapiens), Q8TDD5; 100% = the carbachol control signal; activation, % at 3 µM; hit rate 0.29% among 220,000; AID 1448, 2008;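 active = activation above its plate's cutoff, the mean activation of the plate's test wells plus 3 SD, cut at about 12% in these data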;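 also: 0% = DMSO only wells and 100% = carbachol wells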
Target sequence (Q8TDD5 whole entry, looked up): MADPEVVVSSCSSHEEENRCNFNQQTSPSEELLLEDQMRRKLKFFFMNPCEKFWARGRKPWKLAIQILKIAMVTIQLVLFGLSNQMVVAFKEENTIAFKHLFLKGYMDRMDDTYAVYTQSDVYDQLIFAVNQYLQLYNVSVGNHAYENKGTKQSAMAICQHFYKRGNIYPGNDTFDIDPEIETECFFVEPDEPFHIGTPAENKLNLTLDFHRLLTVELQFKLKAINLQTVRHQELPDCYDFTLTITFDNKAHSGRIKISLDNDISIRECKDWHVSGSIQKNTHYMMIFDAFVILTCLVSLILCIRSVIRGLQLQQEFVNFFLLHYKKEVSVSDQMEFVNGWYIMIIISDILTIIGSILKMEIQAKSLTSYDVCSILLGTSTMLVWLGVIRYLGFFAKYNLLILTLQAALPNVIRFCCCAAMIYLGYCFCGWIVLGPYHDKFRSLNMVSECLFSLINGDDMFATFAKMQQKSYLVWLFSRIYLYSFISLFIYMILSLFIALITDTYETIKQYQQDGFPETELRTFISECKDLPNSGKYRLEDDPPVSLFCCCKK
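Test system – HEK293 line with stable expression of human TRPML3-YFP channel · Control set – carbachol 87 µM final as high control (100%), DMSO as low control (0%) · Signal – Fluo-8 calcium dye fluorescence, ex 470-495, em 515-575 nm · Incubation – 1-h 37 °C dye load, 5-s basal, 120-s post-compound reads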
* marks the source's active call; other numbers are inactive results; . = no result given; & = joins results of further samples.

SMILES | S1P4 antag | EP2 modulator | CHOP inhibitor | NPY-Y2 PAM-ag | S1P4 agonist | NPY-Y1 antag | zfTRPN1 agonist | NPY1 pot ag | TRPML3 agonist
CC(=O)Nc1ccc(Br)cc1C(=O)C(=O)O | -19 | 6 | -7 | 0 | 0.3 | 5 | 1.3 | -3 | -0.5
CCOc1cc(N2CCOCC2)c(OCC)cc1NC(=O)CN1C(=O)NC(C)(C2CC2)C1=O (stereo not drawn) | -10 | 12 | 17 | -12 | 1.4 | 4 | 1.4 | -7 | 0.5
CC(=O)OC(C(=O)NCCc1ccccc1)c1cccnc1 (stereo not drawn) | -17 | -5&23 | 29 | -17 | 0.1 | 2 | -0.6 | -12 | 0.8
Cc1[nH]c(=O)c(C(=O)c2ccccc2O)cc1C(=O)O | -9 | -6 | -3 | 11 | 0.4 | 6 | -2.6 | -1 | -0.1
COc1ccc(-c2cc(C(F)(F)F)c(C#N)c(=O)[nH]2)cc1 | -14 | -33 | 11 | -17 | 1.8 | . | -0.8 | -18 | -0.1
Cc1ccc(-c2cc(C(=O)N/N=C/C(Br)=C/c3ccccc3)n[nH]2)o1 | 23 | -21 | -13 | -28 | -0.1 | -3 | -3.0 | -1 | 0.0
CCc1nc2oc3ccccc3c(=O)c2c(=O)n1Cc1ccc(OC)cc1 | -9 | 22 | 7 | 11 | -0.1 | 9 | -0.7 | 7 | 0.6
O=C(Nc1ccc(Nc2ccccc2)cc1)C(Cl)Cl | -3 | -61 | 36 | 4 | 0.2 | -6 | 2.2 | 13 | -0.3
Cn1c(-c2c(N)n(CCc3ccccc3)c3nc4ccccc4nc23)nc2ccccc21 | 17 | 30 | -44 | 18 | -2.8 | 2 | 0.3 | 4 | 1.1
NC(=O)/C(=C/c1ccc2c(c1)OCO2)NC(=O)c1ccco1 | -11 | 5 | 18 | -16 | -0.6 | 3 | 2.9 | -16 | 0.8
O=C(CSc1nnnn1-c1ccc2c(c1)OCCO2)N1CCc2ccccc21 | -5 | -35 | 30 | 0 | 0.1 | 0 | 0.2 | -6 | -0.1
COC(=O)c1c(NS(=O)(=O)c2cccs2)sc2c1CCCC2 | -10 | 4 | 15 | -5 | 0.6 | 1 | 0.4 | -4 | 0.2
CCc1nc(Nc2ccc3c(c2)OCCO3)c2oc3ccccc3c2n1 | -70 | -16 | 45 | -4 | -2.2 | 7 | -1.9 | -6 | -1.5
NC(=O)C1CCN(C(=O)c2ccc(NC3=NC4CS(=O)(=O)CC4S3)cc2)CC1 (stereo not drawn) | -9 | 31 | 25 | 1 | 1.5 | 0 | 1.2 | -5 | 0.1
Cc1cccc2cc(C(c3nnnn3Cc3ccccc3)N3CCN(c4ccccc4)CC3)c(=O)[nH]c12 (stereo not drawn) | -14 | 15 | -16 | -12 | 1.2 | -5 | 1.0 | -2 | -0.3
OC1(C(F)(F)F)CC(O)(C(F)(F)F)n2nc(-c3ccccc3)cc2N1 (stereo not drawn) | -18 | 36 | 17 | -13 | 2.4 | 1 | -0.5 | 3 | 0.7
O=C(Nc1ccccc1)N1CCCN(c2ccc(C(F)(F)F)cc2[N+](=O)[O-])CC1 | 0 | -29 | 17 | 27 | -1.0 | . | 4.1 | 33 | 2.1
Cc1cccc(N2CCN(CCNC(=O)c3cc4c(s3)CS(=O)(=O)C4)CC2)c1C | -5 | -2 | 3 | -24 | -2.3 | 2 | 2.3 | -25 | 1.3
O=[N+]([O-])c1cccnc1Oc1ccc(F)cc1 | -13 | -23 | 13 | -7 | -0.3 | . | -1.7 | -10 | -0.6
O=C(O)CC/C(=N\Nc1ccc([N+](=O)[O-])cc1)c1ccccc1 | 2 | -32 | 10 | -1 | 3.1 | . | 0.8 | 6 | 0.6
CCCC(=O)OC(C(=O)Nc1cc(C(F)(F)F)ccc1Cl)c1ccccc1 (stereo not drawn) | 14 | 32 | 27 | -10 | 0.1 | -4 | -1.5 | -27 | 0.5
O=C(NCc1ccccc1)NC12CC3CC(CC(C3)C1)C2 | -4 | 15 | 5 | 8 | 1.3 | . | -0.2 | 8 | -0.3
O=C1C(=C2SCCCS2)CC/C1=C\c1ccc(F)cc1 | -6 | -10 | 108* | 1 | -2.3 | 3 | -0.6 | -6 | -0.1
CCC(C)NS(=O)(=O)c1ccc(NS(=O)(=O)c2ccccc2[N+](=O)[O-])cc1 (stereo not drawn) | -25 | -12 | -6 | -10 | 1.5 | 0 | 0.8 | 6 | 0.2
O=S(=O)(Cc1ccccc1Cl)NCc1ccccc1 | 0 | 23 | 5 | 0 | 0.8 | 4 | -1.8 | -4 | -0.5

(continued)
SMILES | S1P4 antag | EP2 modulator | CHOP inhibitor | NPY-Y2 PAM-ag | S1P4 agonist | NPY-Y1 antag | zfTRPN1 agonist | NPY1 pot ag | TRPML3 agonist
Cn1c(=O)n(C)c2cc(C(=O)c3ccccc3)ccc21 | 5 | -9 | 8 | 4 | 2.0 | 2 | 0.4 | 8 | 0.4
Cc1cc(NC(=O)Cn2cc([N+](=O)[O-])cn2)n(Cc2ccc(F)cc2)n1 | -3 | -1 | -5 | 3 | -0.4 | -4 | 0.7 | 11 | 0.3
CN(C)CCCCOc1ccc(F)cc1 | -15 | 9 | 3 | 2 | -0.4 | 0 | 1.0 | 15 | 1.3
CC(=O)C1=C(C)NC(SCC(=O)c2ccc(-c3ccccc3)cc2)=C(C#N)C1c1cccnc1 (stereo not drawn) | 9 | -22 | 97* | -7 | -0.9 | 11 | 0.2 | -43 | 1.7
O=C(COc1ccccc1)Nc1cccc(-c2nc3cc4ccccc4cc3[nH]2)c1 | 0 | -48 | 71* | -8 | 0.2 | -5 | -1.2 | -17 | -0.6
CCCNC(=O)C(=O)Nc1ccc(N(C)C)cc1 | -8 | -16 | -14 | -4 | -0.1 | 4 | 0.9 | -7 | 0.6
COc1ccc2c(c1)C(c1cccs1)=NNC(c1ccncc1)=N2 | -5 | -2 | 21 | -25 | -1.5 | -4 | -0.3 | -10 | -0.3
CCOc1cccc(-c2csc(C3COc4ccccc4O3)n2)c1 (stereo not drawn) | -3 | 11 | 9 | 1 | 1.2 | -6 | 1.4 | -2 | 1.3
COc1ccc(NC(=S)Nc2cc(-c3ccccc3)[nH]n2)cc1Cl | 3 | -19 | 78* | -12 | -3.3 | -7 | -0.1 | 7 | -0.5
CC(=O)NS(=O)(=O)c1ccc(NC(=O)C2C3C=CC(C3)C2C(=O)O)cc1 (stereo not drawn) | -10 | 32 | 20 | -6 | 2.8 | -1 | -0.7 | -3 | 0.8
COc1ccccc1CNc1nc(-c2cc(C)n(C)c2C)cs1 | -10 | -15 | 18 | 7 | 0.0 | -1 | 1.1 | -4 | -0.5
COc1ccc(NC(=O)C2CCCN2C(=O)Oc2ccccc2)cc1 (stereo not drawn) | -6 | 23&15 | 2 | -9 | 0.8 | -3 | -0.4 | 1 | -0.5
O=C(NC1CCCCC1)N1CCN(c2ccccc2)CC1 | -7 | 9 | -14 | 7 | -1.6 | 7 | 2.2 | 5 | 0.2
CS(=O)(=O)NCc1nnc(SCc2c(F)cccc2Cl)o1 | -15 | -4 | 22 | 1 | 5.3 | -1 | -0.2 | 8 | 0.2
Cn1c(=O)oc2cc(S(=O)(=O)Nc3cccc(C(=O)O)c3)ccc21 | -6 | 18&-13 | -6 | 6 | 1.5 | 0 | 0.5 | 2 | 1.2
CNC(=S)NNC(=O)Cc1ccc(OC)c(OC)c1 | 4 | 31 | 15 | 11 | 0.5 | 0 | 0.1 | -14 | 0.5
Cc1c(C(=O)Nc2ccc(F)cc2)oc2ccc(S(=O)(=O)N3CC(C)CC(C)C3)cc12 (stereo not drawn) | 2 | -5 | 22 | 6 | -4.0 | 2 | -0.5 | 4 | 0.7
COc1cccc(CN2CCN(C(=O)Nc3ccc([N+](=O)[O-])cc3)CC2)c1 | -2 | -13 | 11 | 15 | 3.6 | 0 | -0.7 | 14 | 1.6
CCCn1c(N2CCN(C(=O)N3CCCCC3)CC2)nc2ccccc21 | 6 | 17&10 | -2 | 0 | 0.3 | 5 | -0.4 | -7 | -0.1
Cc1ccc(NC(=O)CSc2nnc(C3COc4ccccc4O3)o2)c(Cl)c1 (stereo not drawn) | 4 | 14 | 0 | 7 | 0.6 | -3 | 2.2 | 6 | 1.3
COc1ccccc1-n1c(CNc2ccc(F)cc2)nnc1SCC(=O)Nc1cc(C)on1 | -13 | 3 | -14 | 8 | 0.5 | 2 | 0.3 | 3 | 0.1
CCN(CCn1cccn1)C(=O)CCc1nnc(-c2ccc3c(c2)OCO3)o1 | -4 | 11 | 5 | -9 | -1.1 | 5 | 1.3 | 1 | 0.8
CCOCCn1c(CN2CCOCC2)nc2c1c(=O)[nH]c(=O)n2C | -13 | -1 | -8 | 5 | -0.8 | 9 | 1.6 | 22 | 1.0

Seven structures out of the list, arranged by number of heavy atoms, falling.
SMILES | S1P4 antag | EP2 modulator | CHOP inhibitor | NPY-Y2 PAM-ag | S1P4 agonist | NPY-Y1 antag | zfTRPN1 agonist | NPY1 pot ag | TRPML3 agonist
CC(=O)C1=C(C)NC(SCC(=O)c2ccc(-c3ccccc3)cc2)=C(C#N)C1c1cccnc1 (stereo not drawn) | 9 | -22 | 97* | -7 | -0.9 | 11 | 0.2 | -43 | 1.7
Cc1c(C(=O)Nc2ccc(F)cc2)oc2ccc(S(=O)(=O)N3CC(C)CC(C)C3)cc12 (stereo not drawn) | 2 | -5 | 22 | 6 | -4.0 | 2 | -0.5 | 4 | 0.7
COc1cccc(CN2CCN(C(=O)Nc3ccc([N+](=O)[O-])cc3)CC2)c1 | -2 | -13 | 11 | 15 | 3.6 | 0 | -0.7 | 14 | 1.6
CCCn1c(N2CCN(C(=O)N3CCCCC3)CC2)nc2ccccc21 | 6 | 17&10 | -2 | 0 | 0.3 | 5 | -0.4 | -7 | -0.1
CS(=O)(=O)NCc1nnc(SCc2c(F)cccc2Cl)o1 | -15 | -4 | 22 | 1 | 5.3 | -1 | -0.2 | 8 | 0.2
Cn1c(=O)n(C)c2cc(C(=O)c3ccccc3)ccc21 | 5 | -9 | 8 | 4 | 2.0 | 2 | 0.4 | 8 | 0.4
CNC(=S)NNC(=O)Cc1ccc(OC)c(OC)c1 | 4 | 31 | 15 | 11 | 0.5 | 0 | 0.1 | -14 | 0.5
